BRCA1 expr up: increases BRCA1 expression; Potency, µM (doses to about 46.1 µM), without a hit: top-dose activation, actives largely listed as activators; MCF7-BRCA1-FFLuc reporter, luminescence, 48 h; response scale: scaled: vehicle 0%, 10 µM genistein 100%; 380,000 compounds, 1.1% hits; AID 624202; also: nearly all actives have a fitted effect of over 80% in size; some results filed as inactive show a strong effect at the top dose
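Luminescence from a BRCA1-driven firefly luciferase in MCF7 cells was read after 48 h compound exposure at 37 C. Data normalized against DMSO and a 10microM genistein activation control, then curve-fitted across the titration.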
ELG1 genotoxic: genotoxicity induction in ELG1-luciferase HEK293T cells; HEK293T ELG1-luciferase reporter, luminescence, 16 h; Potency, µM (highest dose often 46 µM), for the others: top-dose activity change, positive = activation, usual class: activators; 330,000 compounds, 1.3% hits; AID 504466; also: % of control where 0% means no effect; nearly all actives have a fitted effect of over 60% in size
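Screening used a luciferase reporter fused to human ELG1 in HEK293T cells. Luminescence was read on a CCD plate imager after 16 hr exposure and 30 min ONE-Glo incubation.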
NPC1 prom act: activates the NPC1 promoter. Huh7 NPC1 promoter luciferase reporter, 24 h. Potency, µM (series often up to 9.22 µM), without a hit: top-dose activation, actives largely listed as activators. 320,000 compounds, 2.4% hits;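 also: % of control where 0% means no effect; nearly all actives have a fitted effect of over 60% in size; reporter is driven by a mutant NPC1 promoter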
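Huh7 reporter cells (NPC1 promoter driving luciferase) are dosed with compound for 24 h at 37 °C, 5% CO2; luciferase detection reagent is then added and luminescence measured after 10 min at ambient temperature.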
Rab9 promoter act: activators of Rab9 promoter | Huh7 Rab9 promoter-luciferase reporter, luminescence, 24 h | Potency, µM (top dose mostly 9.22 µM), without a hit: at the top dose activation, negative = inhibition, usual class: activators | 320,000 compounds, 2.8% hits | AID 485297; also: % of control where 0% means no effect; nearly all actives have a fitted effect of over 60% in size
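Huh7 cells stably carrying a Rab9 promoter-luciferase reporter, 1500 cells per well in OP-MEM I with 10% FBS, treated with compound 24 hours at 37C. Luciferase activity read by luminescence after 10 minutes with Amplite reagent.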
p53 reactivation: restores transcriptional activity of mutant p53. AID 504706. 320,000 compounds, 0.063% hits. Potency, µM (highest dose often 92.2 µM), without a hit: at the top dose activity change, positive = activation, usual class: activators. H1299 p53-A138V BP100-luciferase reporter, luminescence, 24 h; also: % of control where 0% means no effect; nearly all actives have a fitted effect of over 45% in size
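H1299 (p53-null), stable ts p53-A138V + BP100-Luc; 1000 cells/well, Opti-MEM/10% FBS; cpd 4 pt, 1:5; 24 h, 37 deg C, 5% CO2; detection reagent 10 min RT; luminescence.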
Gal4-VP16 FLuc: inhibits Gal4-VP16 luciferase reporter, ROR gamma counter-screen; Drosophila S2 Gal4-VP16 UAS-luciferase, luminescence, 20 h; AID 2546; Potency, µM (highest dose often 53.6 µM), without a hit: at the highest dose activity, negative = inhibition, actives largely listed as inhibitors; 310,000 compounds, 3.5% hits;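 also: Gal4-VP16 expression switched on by copper sulfate through the metallothionein promoter; % is scaled to controls: 0 for no effect and ±100 for the full control effect; nearly all actives have a fitted effect of over 50% in size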
RORgamma inh: blocks mouse ROR gamma transcriptional activity. Potency, µM (titrated, usually from 53.6 µM), without a hit: at the highest dose activity change, negative = inhibition, most hits filed as inhibitors. Drosophila S2 Gal4-RORgamma UAS-luciferase reporter, 20 h. 310,000 compounds, 5.4% hits. P51450. AID 2551; also: % is scaled to controls: 0 for no effect and ±100 for the full control effect; nearly all actives have a fitted effect of over 60% in size
Target sequence (P51450 whole entry, looked up, the tested form may be a part): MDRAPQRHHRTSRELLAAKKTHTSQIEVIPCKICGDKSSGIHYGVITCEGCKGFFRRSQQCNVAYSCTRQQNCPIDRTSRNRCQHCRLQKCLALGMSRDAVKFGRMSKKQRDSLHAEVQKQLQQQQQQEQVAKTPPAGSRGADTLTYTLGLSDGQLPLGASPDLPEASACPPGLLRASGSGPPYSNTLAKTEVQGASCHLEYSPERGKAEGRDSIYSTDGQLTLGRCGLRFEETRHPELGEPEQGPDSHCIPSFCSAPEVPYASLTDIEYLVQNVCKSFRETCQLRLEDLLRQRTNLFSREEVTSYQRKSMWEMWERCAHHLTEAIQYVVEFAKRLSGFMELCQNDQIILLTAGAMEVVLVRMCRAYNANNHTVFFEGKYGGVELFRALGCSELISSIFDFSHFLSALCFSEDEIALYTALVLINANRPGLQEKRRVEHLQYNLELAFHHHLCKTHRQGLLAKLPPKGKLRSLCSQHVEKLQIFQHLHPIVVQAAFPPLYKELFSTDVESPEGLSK
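Read-out: Photinus luciferase luminescence; inhibitors lower reporter signal. Insect Schneider cells with Gal4-ROR gamma fusion under metallothionein promoter, UAS reporter; 700 uM final copper sulfate induction, 20 hr, ambient temperature.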
FLuc modulator: firefly luciferase modulation, counter-screen for miR-21 project | P08659 | Potency, µM (doses to about 57.5 µM), for the others: top-dose activity change, negative = inhibition, actives largely listed as inhibitors | purified FLuc, Km substrates, luminescence inhibition | 360,000 compounds, 6.9% hits;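 also: plate controls were vehicle for no effect and reference inhibitor for full effect; nearly all actives have a fitted effect of over 55% in size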
Target sequence (P08659 whole entry, looked up): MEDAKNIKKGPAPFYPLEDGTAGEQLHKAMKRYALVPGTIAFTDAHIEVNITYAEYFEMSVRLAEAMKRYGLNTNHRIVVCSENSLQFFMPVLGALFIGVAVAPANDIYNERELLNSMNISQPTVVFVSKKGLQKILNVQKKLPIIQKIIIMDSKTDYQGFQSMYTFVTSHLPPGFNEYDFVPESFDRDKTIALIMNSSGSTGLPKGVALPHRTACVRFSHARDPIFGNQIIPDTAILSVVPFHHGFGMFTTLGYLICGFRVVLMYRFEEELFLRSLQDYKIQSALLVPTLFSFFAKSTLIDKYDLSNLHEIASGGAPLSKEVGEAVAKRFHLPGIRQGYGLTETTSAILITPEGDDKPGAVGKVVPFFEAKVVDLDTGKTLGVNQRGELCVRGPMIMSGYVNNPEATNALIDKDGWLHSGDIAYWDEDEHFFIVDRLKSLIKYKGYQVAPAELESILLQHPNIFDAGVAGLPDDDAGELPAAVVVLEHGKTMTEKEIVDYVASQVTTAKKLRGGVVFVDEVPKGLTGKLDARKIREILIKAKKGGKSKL
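Biochemical qHTS of compounds, final roughly 60 µM downward over six points, against 10 nM purified firefly luciferase using Km concentrations of substrates (10 uM D-luciferin, 10 uM ATP) in Tris acetate pH 7.5 buffer; luminescence output.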
uPA surface inh: inhibitors of cell surface uPA generation. 330,000 compounds, 0.31% hits. AID 540303. Potency, µM (doses to about 38.3 µM), without a hit: top-dose activity change, negative = inhibition, most hits filed as inhibitors. cell surface uPA generation assay, qHTS; active = well fitted inhibition curve with a large enough effect; inconclusive = small, poorly fitted or top-dose-only effect; inactive = no such curve, though single readings can be large or run the other way; tested in mouse RAW 264.7 cells; also: % is scaled to controls: 0 for no effect and ±100 for the full control effect; nearly all actives have a fitted effect of over 55% in size
MBNL1 CUG block: MBNL1-poly(CUG) RNA binding inhibition; Q9NR56; TR-FRET MBNL1-His/biotin-(CUG)12 binding, 665/545 ratio; Potency, µM (doses to about 57.5 µM), for inactives: top-dose activity change, negative = inhibition, hits mostly inhibitors; 280,000 compounds, 0.036% hits; active = well fitted inhibition curve with a large enough effect in the signal ratio, with a control signal flat, not every such curve was filed as active; inconclusive = small, poorly fitted or top-dose-only effect, or effect the other way, or a change in a side signal; inactive = no such curve, though single readings can be large or run the other way; the % refers to the signal ratio; also: % is scaled to controls: 0 for no effect and ±100 for the full control effect
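TR-FRET readout: Ex 340 nm, 665/545 nm emission ratio, normalized to buffer-only (basal) and MBNL1-(CUG)12 controls. Complex of MBNL1-His with Biotin-(CUG)12, compounds 92 nM–58 uM, incubated 60 min at room temperature.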
MLL CXXC-DNA inh: MLL CXXC-DNA interaction inhibition; Potency, µM (highest dose often 115 µM), without a hit: at the top dose activity change, negative = inhibition, most hits filed as inhibitors; MLL-CXXC / FITC-HOXA9 DNA fluorescence polarization; 290,000 compounds, 0.037% hits; active = well fitted inhibition curve with a large enough effect in the polarisation, with a control signal flat, not every such curve was filed as active; inconclusive = small, poorly fitted or top-dose-only effect, or effect the other way, or a change in a side signal; inactive = no such curve, though single readings can be large or run the other way; the % refers to the polarisation
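Fluorescence polarization: 7 uM MLL-CXXC (stock) preincubated 5 min with compounds, then 50 nM fluorescein-HOX-A9 DNA (stock) added; 30 min ambient. Buffer 50 mM Tris-HCl pH 7.5, 50 mM NaCl, 1 mM DTT, 0.05% BSA.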
* = called active by the depositor; ? = inconclusive; . = no result given; & = joins results of further samples; [ ] = another dose, or the depositor's remark. Unless noted, calls follow the shape of the dose curve; as a rule, active = well fitted curve in the direction sought with a large enough effect; inconclusive = small, poorly fitted or top-dose-only effect, or another doubt; inactive = no such curve, though single readings can be large; an effect the other way counts as inactive or inconclusive. Potency is read from the fitted curve at half-maximal effect.

SMILES	BRCA1 expr up	ELG1 genotoxic	NPC1 prom act	Rab9 promoter act	p53 reactivation	Gal4-VP16 FLuc	RORgamma inh	FLuc modulator	uPA surface inh	MBNL1 CUG block	MLL CXXC-DNA inh
O=C(c1cccnc1)N1CCN(c2ccc([N+](=O)[O-])cc2Cl)CC1	-8%	1%	0%	-9%	-2%	0%	18%	-1%	-3%	?	-1%
CC1Cc2ccccc2N1S(=O)(=O)c1cccc(C(=O)N2CCN(c3ncccn3)CC2)c1 (configuration not stated)	-5%	-14%	-11%	25%	-3%	-6%	22%	2%	-8%	-6%	-6%
CC1(C)CC(C(N)=S)CCO1 (configuration not stated)	-15%	-2%	-3%	1%	-1%	4%	13%	2%	0%	.	3%
O=C(Nc1ccc(F)cc1)c1cccnc1N1CCCCC1	-5%	0%	7%	7%	-4%	-3%	-5%	0%	.	-2%	-19%
CCOC(=O)c1cc2c(=O)n3ccccc3nc2n(C(C)C)c1=NC(=O)c1c(-c2c(F)cccc2Cl)noc1C	-52%	-13%	-14%	-2%	-4%	-8%	2%	-4%&-1%	-16%	8%	8%
C/C(=N\Nc1ccc(C(F)(F)F)cc1[N+](=O)[O-])C1CC1	-21%	0%	8%	-1%	2%	-1%	34%	-10%	4%	.	-3%
COc1cccc(CN2CCNC(=O)C2CC(=O)NCCCN2CCCC2=O)c1 (configuration not stated)	-1%	0%	3%	-6%	3%	7%	-16%	2%	-6%	?	4%
CN(CC(=O)Nc1ccc(Cl)c(Cl)c1)Cc1nnc(-c2ccc(F)cc2)o1	-19%	-3%	-3%	2%	-1%	4%	32%	-18%	0%	-11%	23%
Cc1cc(NC(=O)CSc2n[nH]c(-c3ccc(Cl)cc3Cl)n2)no1	-11%	1%	-8%	1%	-11%	.	.	0%	-11%	.	.
Cc1ccc(CSCCNS(C)(=O)=O)cc1	32%	-3%	-3%	-2%	-3%	18%	?	0%	-5%	2%	0%
COc1cc(C=O)ccc1OCc1ccncc1	-3%	1%	-7%	1%	4%	-14%	-10%	?	0%	-4%	31%[activator]
Cc1ccc(C)c(NC(=S)NNC(=O)c2csc3c2CCC(C)C3)c1 (configuration not stated)	-31%	2%	2%	-3%	1%	-24%	5µM*	5%	.	4%	5%
O=C(CN1CCN(c2ccccc2F)CC1)NC(=O)NCc1ccccc1	-4%	-3%	-1%	-4%	-2%	-4%	6%	1%	10%	-10%	4%
CCOCCN1CCN(c2c(C)c(C)nc3cc(-c4cc(OC)cc(OC)c4)nn23)CC1	-57%	-17%	0%	-7%	-2%	14%	1%	-9%	13%	-4%	-6%
Cc1[nH]nc2c1C1(C(=O)Nc3ccc([N+](=O)[O-])cc31)C(C#N)=C(N)O2 (configuration not stated)	4%	2%	0%	-9%	-2%	2%	13%	4%	4%	25%	1%
CCCCCCOC1(c2ccccc2)OC(=O)c2ccccc21 (configuration not stated)	-34%	-1%	1%	6%	-4%	-7%	-14%	3%	9%	-2%	7%
COc1ccc(NC(=O)C2CCC(C(C)(C)C)CC2)cc1S(=O)(=O)N1CCOCC1 (configuration not stated)	-42%	-5%	-6%	4%	1%	.	.	3%	?	.	.
C=CCc1c(N(CC)CC)nc(C)[nH]c1=O	-3%	5%	-2%	-13%	0%	6%	-1%	0%	1%	-6%	0%
Cc1ccc(NC(=O)C(CC(C)C)NC(N)=O)cc1Cl (configuration not stated)	-11%	-5%	1%	-2%	-9%	4%	24%	4%	-6%	-4%	8%
CSCC[C@H](NC(=O)N1CCn2c1nc1ccccc12)C(=O)NCC1CCCO1 (some centres not stated)	3%	-1%	-5%	-4%	0%	-1%	4%	-1%	3%	-2%	5%
O=[N+]([O-])c1cccc(-c2cnc3ccccc3n2)c1	22%	26%	?	?	?	-11%	7%	-6%	1%	?	-2%
CCn1c(=O)c2sccc2n(CC(=O)NC2CCCC2)c1=O	-14%	-14%	-4%	0%	-3%	-5%	1%	0%	7%	0%	-4%
CCCCCCSc1cc(-c2nc3cc(C)ccn3c2NCCCC)ccc1OC	-7%&-20%	-4%	0%	-5%	8%	.	.	-2%	0%	.	.
Cc1ccc(NC(=O)CN2C(=O)c3ccccc3C2=O)cc1	-12%	2%	3%	4%	11%	26%	17%[1.91 µM]	-3%	-1%	-1%	-8%
CCN(c1ccccc1)S(=O)(=O)c1ccc(F)c(C(=O)O)c1	-4%	-3%	8%	-3%	-6%	-9%	13%	-3%	.	-4%	2%

Gathered by group, the entries above containing a thiophene ring, fused or not (2)
SMILES	BRCA1 expr up	ELG1 genotoxic	NPC1 prom act	Rab9 promoter act	p53 reactivation	Gal4-VP16 FLuc	RORgamma inh	FLuc modulator	uPA surface inh	MBNL1 CUG block	MLL CXXC-DNA inh
Cc1ccc(C)c(NC(=S)NNC(=O)c2csc3c2CCC(C)C3)c1 (configuration not stated)	-31%	2%	2%	-3%	1%	-24%	5µM*	5%	.	4%	5%
CCn1c(=O)c2sccc2n(CC(=O)NC2CCCC2)c1=O	-14%	-14%	-4%	0%	-3%	-5%	1%	0%	7%	0%	-4%

More results
SMILES	BRCA1 expr up	ELG1 genotoxic	NPC1 prom act	Rab9 promoter act	p53 reactivation	Gal4-VP16 FLuc	RORgamma inh	FLuc modulator	uPA surface inh	MBNL1 CUG block	MLL CXXC-DNA inh
CC1Cc2ccccc2N1C(=O)C1CCCN(S(=O)(=O)c2cccc3cccnc23)C1 (configuration not stated)	-42%	-9%	1%	-8%	-4%	-9%	-13%	1%	?	2%	4%
CN(C#N)c1nccc(-c2cccs2)n1	29%	10%	3%	2%	-2%	?	-1%	-12%	-13%	18%	0%
Cc1[nH]nc2c1C(c1ccoc1)C(C#N)=C(N)O2 (configuration not stated)	-11%	-1%	7%	2%	0%	0%	38%	-1%	-3%	11%	?
C=CCNC(=O)COC(=O)c1ccc(Sc2nncn2C)c([N+](=O)[O-])c1	-13%	-1%	-3%	-4%	1%	-16%	-17%	0%	-7%	?	5%
COc1ccc(Nc2nnc(SC(C(=O)Nc3ccc(OC)c(Cl)c3)c3ccccc3)s2)cc1 (configuration not stated)	-54%	0%	0%	1%	18%	29%	44%	?	-4%	.	-9%
O=S1(=O)N=C(N2CCN(Cc3ccccc3)CC2)c2ccccc21	55%	-5%	3%	-7%	7%	-7%	?	4%	-3%	3%	0%
CCOc1ccc(CCNC(=O)CS(=O)Cc2nc(-c3ccc(OC)c(OC)c3)oc2C)cc1OCC (configuration not stated)	-30%	0%	-1%	-3%	-11%	-3%	?	0%	-18%	-10%	-5%
COc1cccc(NC(=O)NNC(=O)C(C)Oc2ccc3ccccc3c2)c1 (configuration not stated)	7%	-6%	1%	0%	-2%	0%	22%	-9%	-1%	-1%	-1%
Cc1ccc(-n2ncc3c(NNC(=O)Cc4ccccc4)ncnc32)cc1	-14%	4%	-5%	-4%	22%	?	13µM*	?	5%	-15%	20%
CC1(C)CC(=O)C2=C(C1)OC(N)=C(C#N)C2c1ccoc1 (configuration not stated)	-9%	0%	1%	-2%	1%	3%	11%	-4%	1%	.	26%
COc1ccc(/C=C/C(=O)Nc2cc(S(=O)(=O)N3CCOCC3)ccc2C)cc1OC	-22%	?	-3%	-1%	2%	4%	-5%	2%	1%	2%	1%
Cc1ccc2cc(-c3noc(C(C)(C)C)n3)c(=O)[nH]c2c1	14%	1%	8%	21%	19%	5%	28%	-18%	-2%	2%	-9%
O=C(N/N=C/c1ccccc1O)c1cccc2ccccc12	-77%	24%	-34%[inhibitor]	-39%[inhibitor]	?	0.89µM*	1µM*	?	?	1%	-14%
Cc1ccc(N2CC(C(=O)N3CCOCC3)CC2=O)cc1C (configuration not stated)	6%	-2%	10%	12%	0%	-9%	-13%	-2%	-3%	3%	1%
O=C(CCN1CCN(Cc2ccccc2)CC1)NNC(=O)Nc1cccc([N+](=O)[O-])c1	0%	0%	2%	-4%	0%	-8%	9%	4%	1%	?	-2%
CC(C)OCCCNC(=O)c1ccc2c(c1)NC(=O)c1ccccc1S2	-64%	-3%	-1%	-6%	-2%	-4%	31%	4%&-8%	-10%	11%	5%
c1ccc2c(c1)cnc1ccccc12	22%&19%	-8%	3%	0%	1%	3%	23%	?	0%&8%	-15%	-3%
CC1(N2CCCCC2)CC2(O)C(=[N+]1[O-])CCC/C2=N\O (configuration not stated)	-9%	-1%	-2%	1%	6%	0%	10%	0%	1%	3%	0%

Compound activity deposited in PubChem BioAssay by National Center for Advancing Translational Sciences (NCATS).

Some of the compounds tested; count on the stated rates, not on these rows.
